From PubChem BioAssay
PP1 inh: PP1-alpha (human) inhibition in PP5 counter-screen. P62136. purified PP1alpha, OMFP fluorescence. inhibition, % at 6.7 µM. actives 0.9% (n = 320,000). AID 2235;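 active = inhibition above the mean inhibition of all tested compounds plus 3 SD, computed separately for each screening campaign, cut at about 15% in these data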
JMJD2C inh: blocks human GASC-1 demethylase activity; AID 2099; Q9H3R0; GST-JMJD2C(1-420) H3K9me3 demethylation, DELFIA europium; inhibition, % at 2.35 µM; actives 0.069% (n = 330,000);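 active = more than half of a compound's replicate wells show inhibition beyond 50%, single wells judged on their own value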;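 note: signal counts dimethyl H3K9 product captured on neutravidin plate; 0% = median of DMSO wells and 100% = 0.3 times that DMSO median; strong numbers were not always called active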
Target sequence (Q9H3R0 1-420 limits assumed): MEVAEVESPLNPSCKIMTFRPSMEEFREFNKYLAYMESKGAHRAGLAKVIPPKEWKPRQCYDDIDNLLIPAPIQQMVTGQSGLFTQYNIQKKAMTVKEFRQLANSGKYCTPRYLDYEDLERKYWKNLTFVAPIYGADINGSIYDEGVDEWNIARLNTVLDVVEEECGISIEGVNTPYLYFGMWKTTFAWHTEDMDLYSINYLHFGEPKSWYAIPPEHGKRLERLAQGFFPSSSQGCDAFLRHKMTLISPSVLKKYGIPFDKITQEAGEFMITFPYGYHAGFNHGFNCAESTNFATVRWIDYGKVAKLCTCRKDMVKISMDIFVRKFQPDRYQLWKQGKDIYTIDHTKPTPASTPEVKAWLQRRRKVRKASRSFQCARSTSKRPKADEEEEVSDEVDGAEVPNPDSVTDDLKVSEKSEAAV
LYPLA2 inh: counter-screen for PME1 inhibitors: inhibitors of human LYPLA2 | recombinant LYPLA2, FP-Rh probe fluorescence polarization | O95372 | actives 0.38% (n = 320,000) | inhibition, % at 5.9 µM;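 active = inhibition above the screen-wide mean plus 3 SD, limit set per campaign, cut at about 26% in these data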;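 note: 0% = LYPLA2 with DMSO and 100% = wells lacking LYPLA2 enzyme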
TPT1 inh: C. albicans TPT1 enzyme inhibition. recombinant caTPT1, FP RNA substrate dephosphorylation. inhibition, % at 5 µM. actives 0.81% (n = 300,000);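 active = inhibition above the mean of all tested compounds plus 3 SD, set per screening campaign, cut at about 24% in these data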;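 note: plate controls were DMSO alone for no effect and ferristatin control at 100 nM for full effect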
Efflux pump mplx: antifungal efflux pump inhibition, Nile Red retention. S. cerevisiae Candida pump triplex. inhibition, % at 10 µM. actives 0.44% (n = 330,000). AID 485275;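 active = plate passing quality check with inhibition over a set limit, or well fluorescence over plate mean plus 4 SD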;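 note: Nile Red retained in pooled yeast measured as flow cytometry median fluorescence; 0% = buffer negative control and 100% = Enniatin B positive control; higher means more Nile Red kept so more efflux inhibition; some compounds called inactive have numbers as strong as hits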
PP5 inh: blocks human protein phosphatase 5 activity; AID 1987; purified PP5c, OMFP substrate fluorescence; P53041; inhibition, % at 6.7 µM; actives 0.18% (n = 320,000);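 active = inhibition above the campaign's mean inhibition across all tested compounds plus 3 SD, cut at about 9.5% in these data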;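 note: 0% = DMSO only and 100% = 100 µM cantharidin control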
Target sequence (P53041 whole entry, looked up): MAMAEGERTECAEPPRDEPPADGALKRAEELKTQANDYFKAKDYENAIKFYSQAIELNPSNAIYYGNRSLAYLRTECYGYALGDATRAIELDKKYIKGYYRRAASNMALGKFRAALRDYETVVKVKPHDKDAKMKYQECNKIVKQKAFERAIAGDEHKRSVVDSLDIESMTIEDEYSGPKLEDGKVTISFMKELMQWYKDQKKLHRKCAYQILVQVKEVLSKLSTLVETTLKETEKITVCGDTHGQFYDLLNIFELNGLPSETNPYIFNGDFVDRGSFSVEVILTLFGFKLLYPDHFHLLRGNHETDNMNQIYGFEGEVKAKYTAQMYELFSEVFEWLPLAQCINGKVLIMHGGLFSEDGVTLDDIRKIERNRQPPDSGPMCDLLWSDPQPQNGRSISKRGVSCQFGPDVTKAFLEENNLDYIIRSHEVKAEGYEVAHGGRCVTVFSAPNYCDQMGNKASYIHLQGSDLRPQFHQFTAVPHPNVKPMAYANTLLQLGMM
PREPL inh: human PREPL enzyme inhibition; Q4J6C6; recombinant PREPL, fluorescence polarization activity-based probe; inhibition, % at 5.96 µM; actives 0.68% (n = 320,000); in the data active = inhibition above about 43%;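 note: 0% = enzyme with DMSO and 100% = wells lacking enzyme; many of its hits are not listed in these tables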
CTSL1 counter: blocks F. hepatica cathepsin L1 in PFM18AAP counter-screen | recombinant F. hepatica cathepsin L1, Z-Leu-Arg-MCA fluorescence | inhibition, % at 5.96 µM | actives 0.49% (n = 300,000) | AID 1906;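 active = inhibition above the mean of all tested compounds plus 3 SD, set per screening campaign, cut at about 17% in these data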;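 note: 0% = plate median of test compound wells and 100% = 1 µM Z-Phe-Ala-diazomethylketone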
HCV core dimer: HCV core protein dimerization inhibition | TR-FRET GST/Flag-core106 dimerization, 1536-well | inhibition, % at 5 µM | actives 0.33% (n = 300,000) | AID 1899;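 active = inhibition above the mean of all tested compounds plus 3 SD, set per screening campaign, cut at about 45% in these data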
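System: GST-tagged and Flag-tagged HCV core protein residues 1-106 / Input: core106 proteins, GST 13.5 nM and Flag 17 nM / Buffer or medium: KF-containing HEPES buffer, pH 7.45, DTT, CHAPS, BSA / Probe or stimulus: Eu-anti-GST and XL665-anti-Flag labelled anti-tag antibodies / Schedule: 4 h, 22.5 °C incubation / Technique: TR-FRET 671 and 617 nm emission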
* marks the source's active call; other numbers are inactive results; nt = not tested or not shown; & = joins results of further samples. Only part of the results is shown (hit frequency here may not be typical).

SMILES	PP1 inh	JMJD2C inh	LYPLA2 inh	TPT1 inh	Efflux pump mplx	PP5 inh	PREPL inh	CTSL1 counter	HCV core dimer
CC1(NC(=S)NCCCCCCNC(=S)NC2(C)CCS(=O)(=O)C2)CCS(=O)(=O)C1 (configuration not stated)	-3	-8	4	-2	-0.2	0.5	11	-1	-5
Cc1cc2nc(CS(=O)(=O)c3ccccc3)cc(=O)n2[nH]1	0	-2	-1	-3	0.0	0.6	11	5	-1
Cn1c(C(=O)NCc2ccc3c(c2)OCO3)cc2sccc21	2	0	7	1	0.0	3.1	19	1	-4
NC(=O)CSCc1nc2ccccc2s1	-4	14	-6	3	0.0	-0.4	9	1	4
CCOC(=O)c1c(S(=O)(=O)N2CCCCCC2)c(C)n(C)c1C	-5	-2	-2	3	0.3	1.6	5	-6	0
COc1ccc(CNC(=O)c2cc(=O)c3ccccc3o2)cc1	1	-3	4	-5	0.0	-1.0	6	2	2
COCCNC(=O)C(c1ccc(C)o1)N(C(=O)c1snc(C(N)=O)c1N)c1cccc(C)c1 (configuration not stated)	4	0&9	-2	0	0.1	0.5	3	3	0
Cc1ccc(OC(C)C(=O)Nc2ccc(C)c(S(=O)(=O)Nc3ccc(C)cc3C)c2)cc1 (configuration not stated)	2	0	-46	1	-0.3	2.6	-4	2	17
O=[N+]([O-])c1ccc2c(c1)C(N1CCOCC1)/C(=C/COc1ccc(Cl)cc1Cl)O2 (configuration not stated)	1	12	-10	-2	-0.1	2.2	39	4	3
CN1C2C=C3C(C#N)=C(N)C(C#N)(C#N)[C@@H](c4cccs4)C3C1CC2 (some centres not stated)	4	14	8	-18	0.0	-0.6	34	-1	-12

Arranged by SMILES length (smallest number first): some entries from above.
SMILES	PP1 inh	JMJD2C inh	LYPLA2 inh	TPT1 inh	Efflux pump mplx	PP5 inh	PREPL inh	CTSL1 counter	HCV core dimer
Cc1cc2nc(CS(=O)(=O)c3ccccc3)cc(=O)n2[nH]1	0	-2	-1	-3	0.0	0.6	11	5	-1
Cc1ccc(OC(C)C(=O)Nc2ccc(C)c(S(=O)(=O)Nc3ccc(C)cc3C)c2)cc1 (configuration not stated)	2	0	-46	1	-0.3	2.6	-4	2	17
O=[N+]([O-])c1ccc2c(c1)C(N1CCOCC1)/C(=C/COc1ccc(Cl)cc1Cl)O2 (configuration not stated)	1	12	-10	-2	-0.1	2.2	39	4	3

(further entries)
SMILES	PP1 inh	JMJD2C inh	LYPLA2 inh	TPT1 inh	Efflux pump mplx	PP5 inh	PREPL inh	CTSL1 counter	HCV core dimer
C=CCOc1ccc(/C=C\c2nc(O)c([N+](=O)[O-])c(=O)[nH]2)cc1OCC	-2	-8	-3	1	-0.1	-0.5	14	-4	-14
Cc1ccc2c(c1)C(c1ccccc1)C(=O)O2 (configuration not stated)	2	4	2	-3	0.1	2.0	11	-2	0
CC(C)(C)c1cc(NC(=O)Nc2ccc(Cl)cc2Cl)no1	3	12	-40	0	0.0	4.4	5	3	12
CCOCCCNC(=O)C(c1ccc(OC)cc1)N(Cc1ccc2c(c1)OCO2)C(=O)c1cnccn1 (configuration not stated)	1	6	0	1	0.2	3.0	10	0	-2
CCCN1CC(O)=C(C#N)C1=O	-2	-3	-9	2	0.0	0.3	-14	-3	-4
CC(C)(C)OC(=O)N[C@@H](Cc1ccccc1)[C@H](O)c1ccco1	0	-4	-1	-3	0.0	0.9	-3	2	1
CCCCCNC(=O)C(=O)C1C(=O)Nc2ccccc21 (configuration not stated)	-2	0	4	3	0.1	-0.1	2	0	-8
C=CCc1c(C)nc2cc(-c3ccc(C)cc3)[nH]n2c1=O	0	16	0	-1	-0.1	1.2	5	1	-7
COCCn1c(SCC(=O)NCc2ccc3c(c2)OCO3)nnc1-c1c[nH]c2ccccc12	1	1	-15	-1	-0.1	-1.8	-11	3	-3
COc1ccc(C(=O)NC(=S)Nc2ccc(CN3CCCCC3)cc2)cc1Cl	2	3	13	1	0.3	1.8	-3	-1	-2
CC(O)CNCCNCc1c(OCc2ccccc2)ccc2ccccc12 (configuration not stated)	3	2	7	-4	0.0	0.8	9	2	1
COc1ccc(S(=O)(=O)NCC(c2cccnc2)N2CCN(Cc3ccccc3)CC2)cc1 (configuration not stated)	0	6	-1	-3	0.0	2.5	10	-3	-4
O=C(NC(Cc1ccccc1)C(=O)O)/C(=C/c1ccc([N+](=O)[O-])cc1)NC(=O)c1ccc(Br)o1 (configuration not stated)	1	-3	7	12	0.1	0.7	5	0	-11
CCn1c(CC(=O)Nc2ccccc2)nnc1SCC(=O)NC1CCCC1	-4	2	-3	2	0.1	-1.3	5	-1	-2
O=C(CNC(=O)C12CC3CC(CC(C3)C1)C2)NCc1ccccc1	-3	-5	-2	-3	-0.1	-1.9	-4	0	-3
CCN(Cc1ccccc1)C(=O)Cc1c[nH]c2ccccc12	2	4	-4	3	0.0	2.3	-3	1	10
CCc1ccc(C(=O)CN2C(=O)NC3(CCc4ccccc43)C2=O)cc1 (configuration not stated)	4	nt	10	nt	0.3	3.8	3	nt	nt
Cc1ccc(NC(=O)COC(=O)c2cccnc2)cc1	0	5	-2	1	0.2	2.6	12	-3	-4
O=c1cc(CSc2ccc(Cl)cc2)nc(N2CCOCC2)[nH]1	-4	-8	-1	-2	0.3	2.7	-2	4	2
CC1CCN(S(=O)(=O)c2ccc(C(=O)N3CCN(c4ccccc4F)CC3)cc2)CC1	-4	-5	8	-3	-0.1	2.5	5	1	10
COc1ccc2[nH]c(C(=O)NCCCn3ccnc3)cc2c1	1	14	-2	1	0.1	0.3	25	5	7
C=CCn1c(SCC(=O)Nc2ccc(-c3nc4ccc(C)cc4s3)cc2)nnc1-c1ccccc1	6	8	-4	9	0.0	4.9	-10	-2	25
COc1ccccc1NC1=CC(=O)CC(c2ccccc2)C1 (configuration not stated)	-3	-6	-2	0	0.0	0.4	11	3	1
Cc1ccc(CNC(=O)Cn2c(=O)n(-c3ccccc3)c(=O)c3sccc32)cc1	2	4	4	-1	-0.1	2.4	-4	-1	3
O=C1CCc2cc(NS(=O)(=O)c3ccccc3)cc3c2N1CC3	-6	-17	4	1	-0.1	-0.9	12	0	1
CCCn1nnnc1NC(=O)c1cc(Cl)ccc1Cl	1	21	2	-1	-0.1	-0.9	2	-4	-9
CCCNC(=O)COC(=O)/C=C/c1ccco1	1	3	-3	-4	0.1	1.9	0	-4	-10
Cn1c(N)c(C(=O)COC(=O)C2(c3ccc(F)cc3)CCCC2)c(=O)n(C)c1=O	-2	-6	2	0	-0.1	4.7	-37	0	7
O=c1c2cc(F)ccc2sn1-c1ccccc1	-2	7	2	nt	0.1	5.3	21	nt	nt
COc1cc(CNC(C)c2ccccc2)c(Br)cc1OCC(N)=O (configuration not stated)	-4	21	1	-5	0.0	0.7	8	1	-7
O=C(c1ccccc1)N1CCN(c2ccc([N+](=O)[O-])cc2-n2cccc2)CC1	-3	-3	-4	-1	-0.2	1.8	28	-1	9
COc1ccc(NC(=O)CN2CCCCC2)cc1	-2	-4	1	-2	0.1	1.5	3	4	-3
CS(=O)(=O)N(Cc1ccccc1)c1ccc(C(=O)NCc2ccccc2)cc1	3	-1	0	-2	0.2	1.6	-5	2	0
COc1cccc(CNC(=O)c2cc(S(=O)(=O)N3CCCCC3)c[nH]2)c1	4	-9	-8	-2	0.0	2.6	12	-1	6
CCCCC(=O)N/N=C(/C)C1=C(C)C(C)(C)OC1=O	-2	-4	0	0	-0.1	3.0	4	-1	8
CCN(C(=S)Nc1ccc(C(C)=O)cc1)C1CCCCC1	0	8	4	1	-0.1	3.7	-1	1	2
CCOC(=O)CN1C(=O)CC(c2ccccc2)C1=O (configuration not stated)	-3	42	-4	1	0.0	1.4	-1	-4	5
COc1cc(NC(=O)c2ccco2)ccc1NC(=O)c1ccccc1Cl	-2	1	-2	-5	-0.4	-0.1	12	2	-13
CCOC(=O)c1ccc2c(c1)C1C=CCC1C(C(=O)OCC)N2 (configuration not stated)	2	8	-2	2	-0.1	1.6	14	-1	55*
O=C(CCN1C(=O)c2ccccc2S1(=O)=O)NCc1ccccc1	-5	-7	-4	-4	-0.2	-0.6	0	-2	2
CSc1ncc(CO)n1Cc1ccccc1	2	0	-4	-2	-0.1	2.3	4	-4	-3
CN(C)C(=O)N1CCC(C(=O)NCc2ccccc2Cl)CC1	-2	0	6	-7	0.0	0.5	24	0	1
CC(Cc1ccccc1)NC(=O)c1ccc([N+](=O)[O-])cc1 (configuration not stated)	-3	15	3	0	-0.1	0.0	-7	0	-3
N#C/C(=C\c1ccc(-c2cccc(Cl)c2)o1)C(=O)Nc1cccc2cccnc12	-1	7	4	8	-0.1	3.1	6	-3	32
COc1cccc(C(=O)OCC(=O)c2c[nH]c3ccccc23)c1OC	0	nt	6	nt	-0.2	1.1	3	nt	nt
COc1ccc(N2CC(NC(=O)N3CCN(C(=O)c4ccco4)CC3)CC2=O)cc1OC (configuration not stated)	-2	6	4	-2	-0.1	1.1	-8	-4	0
O=C(OCC(=O)c1ccc(Cl)s1)c1cnccn1	4	7	0	11	-1.2	-0.4	6	-18	54*
COc1ccc(S(=O)(=O)N(C)C)cc1NC(=O)COC(=O)c1nc2nccc(C)n2n1	-4	13	8	-4	0.0	-0.6	12	5	-1
Cc1cc(C(=O)CCC(=O)N2CCN(S(=O)(=O)c3cccs3)CC2)c(C)s1	1	7	2	-1	0.0	1.3	8	-4	16
Cn1nnnc1SCc1ccccc1F	-2	4	0	-2	0.0	0.3	2	1	-2
(list continues)
SMILES	PP1 inh	JMJD2C inh	LYPLA2 inh	TPT1 inh	Efflux pump mplx	PP5 inh	PREPL inh	CTSL1 counter	HCV core dimer
COc1cc(-c2nc3n(n2)C(c2ccncc2)C(C(N)=O)=C(C)N3)cc(OC)c1OC (configuration not stated)	-4	-9	4	0	-0.1	-0.2	-2	2	-2
COC(=O)c1ccc(N2OC3(C)C=CC2CC3)cc1 (configuration not stated)	-5	1	2	0	0.1	0.7	-1	0	-3
CN(C)S(=O)(=O)n1cc(/C=C(\NC(=O)c2ccccc2Cl)C(=O)NCCCn2ccnc2)c2ccccc21	-2	-2	-2	1	0.0	-1.8	11	-1	3
NNC(=O)c1ccc(CSc2nc3ccccc3s2)cc1	12	-1	-27	-1	-0.1	1.2	-13	-4	21
CCc1c(C(C)S(=O)(=O)c2ccc(C)cc2)[nH]c(=O)n1-c1ccc(OC(F)(F)F)cc1 (configuration not stated)	-1	10	-2	1	0.0	-0.3	4	1	-3
COc1ccc(NC(=O)CSc2nnc(-c3ccc(F)cc3)o2)cn1	-2	3	4	nt	0.0	0.9	13	nt	nt
Cc1cc(C(=O)N(C2CCCCC2)C2CCCCC2)no1	-10	-1	-1	-1	-0.1	9.7*	-1	5	-4
Cc1nc2ccccc2c(C)c1C(=O)c1ccccc1	-1	-1	-6	0	-0.1	3.0	-9	3	-3
COCCn1c(N)c(C(=O)NCC2CCCO2)c2nc3ccccc3nc21 (configuration not stated)	4	33	71*	-3	-0.1	13*	37	13	8
O=C(NCc1ccccc1)[C@@H]1CSC2c3ccccc3C(=O)N21 (some centres not stated)	-8	-17	9	-1	0.0	1.6	3	-2	4
Cc1ccc(S(=O)(=O)N2CCN(C(=O)C(C)Cn3cncn3)CC2)cc1C (configuration not stated)	0	-3	-4	0	0.1	-0.4	7	-2	5
